Compound activity as filed in PubChem.
MazEF act – activators of E. coli MazEF toxin-antitoxin RNase, primary screen, biochemical, fluorescence, uHTS; AID 504720, 2011; 350,000 compounds, 0.32% hits; FAM/BHQ RNA-DNA oligo cleavage fluorescence, 5 h; activation, % at 20 µM; Endoribonuclease toxin MazF (Escherichia coli (strain K12)), P0AE70; in the data active = activation above about 50%
Target sequence (P0AE70 whole entry, looked up): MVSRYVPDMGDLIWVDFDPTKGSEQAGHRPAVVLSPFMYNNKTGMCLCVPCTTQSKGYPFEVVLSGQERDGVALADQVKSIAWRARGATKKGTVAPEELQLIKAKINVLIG
BH1578 lux ind – inducers of Vibrio cholerae quorum light production without autoinducers, primary screen, BH1578 luxS cqsA deficient, single point. V. cholerae BH1578 lux reporter, luminescence, 6 h. activation, % at 18.7 µM. 350,000 compounds, 0.16% hits. AID 588436, 2011; in the data active = activation mostly above about 9.7%, no sharp cut-off; also: not every result past the cut was called active; inactives centre near 0; reference of the scale not given here
SSB-PriA inh – inhibitors of Klebsiella pneumoniae PriA binding to SSB C-terminal tail, primary screen, biochemical, AlphaScreen | AlphaScreen SSBct-PriA binding, biotinylated peptide | 430,000 compounds, 0.6% hits | PriA–SSB C-terminal tail interaction (Klebsiella pneumoniae) | AID 1272365, 2023 | inhibition, % at 33 µM; in the data active = inhibition mostly above about 37%, no sharp cut-off; inactive = mostly below about 20%;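 also: plate controls were negative control peptide for no effect and reference peptide for full effect; strong numbers were not always called active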
Rv3671c protease – Rv3671c serine protease inhibitors, primary screen, biochemical, fluorescence polarization, M. tuberculosis H37Rv | 320,000 compounds, 0.048% hits | AID 2606, 2010 | P9WHR9 | inhibition, % at 5.96 µM; in the data active = inhibition above about 38%;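 also: extracellular domain of Rv3671c used as enzyme; 0% = enzyme with DMSO and 100% = no enzyme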
Target sequence (P9WHR9 whole entry, looked up, the tested form may be a part): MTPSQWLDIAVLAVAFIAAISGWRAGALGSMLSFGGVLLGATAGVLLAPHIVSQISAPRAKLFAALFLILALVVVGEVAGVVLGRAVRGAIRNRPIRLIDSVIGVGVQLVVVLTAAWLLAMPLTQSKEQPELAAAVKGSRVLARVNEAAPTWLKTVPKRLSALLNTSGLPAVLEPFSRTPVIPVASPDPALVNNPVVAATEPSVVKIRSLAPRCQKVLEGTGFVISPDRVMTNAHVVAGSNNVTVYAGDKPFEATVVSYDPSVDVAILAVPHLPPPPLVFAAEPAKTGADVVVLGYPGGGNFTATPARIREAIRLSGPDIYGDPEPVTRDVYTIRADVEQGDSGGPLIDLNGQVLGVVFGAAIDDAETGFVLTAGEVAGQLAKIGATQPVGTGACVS
3CLpro inhibitor – SARS-CoV 3CLpro protease inhibitors, primary screen, biochemical, quenched FRET; recombinant SARS-CoV 3CLpro, quenched FRET peptide cleavage; 290,000 compounds, 0.14% hits; inhibition, % at 6 µM; Replicase polyprotein 1ab (Severe acute respiratory syndrome coronavirus), P0C6X7; in the data active = inhibition above about 12%
VHR inh abs – VHR1 phosphatase inhibitors, primary screen, biochemical, absorbance, uHTS. Dual specificity protein phosphatase 3 (Homo sapiens), P51452. recombinant VHR phosphatase, pNPP absorbance. inhibition, % at 13.3 µM. 290,000 compounds, 0.52% hits. AID 1654, 2009; in the data active = inhibition above about 50%; also: some compounds called inactive have numbers as strong as hits
Target sequence (P51452 whole entry, looked up): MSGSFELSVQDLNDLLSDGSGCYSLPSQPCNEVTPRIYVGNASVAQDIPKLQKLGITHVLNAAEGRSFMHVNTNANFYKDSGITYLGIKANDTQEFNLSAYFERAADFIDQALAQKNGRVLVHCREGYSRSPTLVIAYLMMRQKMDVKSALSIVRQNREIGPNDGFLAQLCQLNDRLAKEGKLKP
GDH-TPI inh – GDH-TPI coupling enzyme inhibitors, primary screen, artefact control for M. tuberculosis FBA inhibitor project, biochemical, absorbance, full deck | GDH-TPI coupled enzyme counterscreen, NADH absorbance | inhibition, % at 4.8 µM | 360,000 compounds, 1.2% hits; in the data active = inhibition above about 30%;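 also: 0% = DMSO wells and 100% = wells lacking the enzyme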
BioA inh – M. tuberculosis BioA enzyme inhibitors, primary screen, biochemical, plate reader, single point, HTS | purified M. tuberculosis BioA enzyme | 7,8-diaminopelargonic acid synthase BioA (Mycobacterium tuberculosis) | 360,000 compounds, 0.096% hits | inhibition, % at 9.99 µM; in the data active = inhibition above about 40%
UGM FP inh – M. tuberculosis UGM enzyme inhibitors, primary screen, biochemical, fluorescence polarization, single point; inhibition, % at 10 µM; UDP-galactopyranose mutase (Mycobacterium tuberculosis (strain ATCC 25618 / H37Rv)), …; purified UGM, fluorescence polarization probe displacement; AID 504406, 2011; 320,000 compounds, 0.06% hits; in the data active = inhibition above about 10%, passing the limit was not always enough
Mtb FBA inh – Mtb FBA enzyme inhibitors, primary screen, biochemical, fluorescence, strain H37Rv. inhibition, % at 1 µM. Fructose-bisphosphate aldolase (Mycobacterium tuberculosis (strain ATCC 25618 / H37Rv)), …. purified M. tuberculosis FBA, fluorescence read-out. 360,000 compounds, 2.3% hits; in the data active = inhibition above about 27%;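 also: 0% = vehicle and 100% = reference inhibitor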
The depositor's hits bear a star; i = inactive; nt = no result given; & = joins results of further samples. A portion of the library; the hit share may differ from the screen's.

Every second line gives: 3CLpro inhibitor	BH1578 lux ind	UGM FP inh	MazEF act	Mtb FBA inh	GDH-TPI inh	Rv3671c protease	BioA inh	VHR inh abs	SSB-PriA inh
O=C(O)CN1c2cccc3cccc(c23)S1(=O)=O
  1	-0.3	2.8	4	19	3	-3	1.7	-19	-7
Cc1nn(-c2cc(N3CCCCC3)ccc2N)c(=O)c2ccccc12
  0	-2.5	1.1	3	2	3	2	nt	22	23
COc1cccc(COC(=O)Cc2ccc(S(=O)(=O)N3CCOCC3)s2)c1OC
  nt	i	-1.3	1	4	4	-1	nt	nt	-19
CC(=O)c1ccc(NC(=O)C(C)Nc2ccc(Cl)cc2)cc1 (centres undefined)
  -1	-0.5	-2.4	10	3	-3	0	nt	6	-11
CSc1nc(C)c(CCOC(=O)c2ccccc2)c(=O)[nH]1
  1	-28	-1.3	2	0	5	7	-0.1	27	-3
COc1ccccc1N(CC(=O)NC(C)(C)C)S(=O)(=O)c1cccs1
  -6	-0.6	nt	5	0	4	-8	-0.5	4	10
O=C(O)/C=C/C(=O)Nc1ccc(N2CCOCC2)nc1N1CCOCC1
  0	-0.2	0.4	-21	1	8	-12	nt	-18	-4
CC1(C)C[C@H](O)[C@]2(CO)CC[C@]3(C)C(=CCC4[C@@]5(C)CC[C@H](O)C(C)(C)C5CC[C@]43C)[C@@H]2C1 (some centres undefined)
  nt	-0.2	-1.8	-2	-1	-1	-9	-1.7	nt	-12
Cc1[nH]c(C)c(S(=O)(=O)NCc2ccc(F)cc2)c1C(=O)N1CCCCC1
  -3	4.8	-3.9	12	1	-4	3	1.0	1	-4
Cc1nn(-c2ccc(C(=O)O)cc2)c(C)c1Cl
  -1	1.8	-3.6	3	4	6	9	-1.1	-19	2
O=C(CCC1CCCC1)Nc1nnc(-c2ccc3c(c2)OCO3)s1
  5	-0.3	-2.4	-16	2	19	13	-1.5	-4	-11
CC(C)CC(CO)N1CCN(C(=O)c2cccc(Cl)c2)CCC1=O (centres undefined)
  nt	-2.7	-1.3	-21	3	8	0	0.1	nt	-9
N#Cc1c(N)nc2c(c1N)CC(CO)O2 (centres undefined)
  -2	i	-3.7	2	2	8	-3	nt	18	-6
CCc1nnc(NC(=O)CCC(=O)N2CCN(Cc3ccccc3)CC2)s1
  4	-3.2	-2.2	-3	-4	7	1	1.9	8	1
OCC[C@@H]1C[C@@H](O)[C@H](O)[C@]2(OCCc3ccccc32)O1
  -2	i	2.8	0	0	0	-8	-0.7	13	-11
Cc1nc(-c2ccc(NC(=O)CC(C)C)cc2)cs1
  -6	-0.6	0.3	1	-1	10	5	nt	-5	-1
COC(=O)c1ccc(CO/N=C/c2ccccc2OC)cc1
  2	-0.1	0.4	-17	-1	7	6	-1.8	-15	nt
C=CCOC(=O)/C(=C\c1ccccc1)NC(=O)c1ccco1
  -4	-0.2	-1.2	-9	0	-2	2	nt	5	-16
O=C(CN(CC1CCCO1)C(=O)CNS(=O)(=O)c1ccc(Cl)cc1)NC1CCCC1 (centres undefined)
  -7	-0.7	3.0	5	0	-7	-9	nt	-4	-12
CS(=O)(=O)N(CC(=O)NCc1ccco1)Cc1ccc(Cl)cc1
  1	0.1	0.6	5	7	-7	12	nt	0	9
O=C1C=C(N2CCOCC2)c2ccccc2C1=O
  4	0.4	-0.5	7	-5	17	-160	-2.6	18	9
Cc1cc(C)n(CC(C)NCc2cn[nH]c2-c2ccc(C)c(C)c2)n1 (centres undefined)
  -1	-0.2	-2.0	-3	-1	12	9	nt	49	-16
CC(CNC(=O)CN1C(=O)CCSc2ccccc21)c1ccccc1 (centres undefined)
  2	i	0.5	7	-2	-7	4	18	-2	-9
Cc1cc(=O)[nH]c(SCC(=O)c2ccccc2)c1C#N
  -4	i	4.4	-44	-5	11	-17	-0.5	0	-2
O=C(CCn1[nH]c(=O)c2ccccc2c1=O)OC1CCCCC1
  2	3.5	0.9	-11	-2	14	10	-1.5	-4	-4
CC[C@]1(C(=O)OC)[C@H]2C(=O)N(C)C(=O)[C@H]2[C@H]2CN=C(SCc3ccc(Cl)cc3)N21
  nt	i	nt	1	-3	7	nt	-0.4	nt	-22
CCNc1nc(N)nc(Oc2ccc(C(=O)OC)cc2)n1
  -3	i	1.8	1	0	-9	5	0.4	16	-18
c1cnc(N2CCN(c3nc4ccccc4n4cnnc34)CC2)nc1
  -1	i	0.5	3	2	30	1	0.8	14	-1
COc1cccc(NC(=O)N(Cc2ccco2)C(C)c2cccs2)c1 (centres undefined)
  -1	i	0.7	-1	2	7	3	2.0	20	-4
N#CC(Cc1ccccc1OC(F)F)c1nc2ccccc2[nH]1 (centres undefined)
  4	-0.4	1.1	1	1	-4	-3	nt	-3	-3

Continued:
Every second line gives: 3CLpro inhibitor	BH1578 lux ind	UGM FP inh	MazEF act	Mtb FBA inh	GDH-TPI inh	Rv3671c protease	BioA inh	VHR inh abs	SSB-PriA inh
Cc1c(Cl)cccc1NC(=O)C1CC(=O)N(C2CCCC2)C1 (centres undefined)
  nt	i	nt	3	0	1	nt	0.3	nt	-6
Nc1c(Cl)ncnc1NCCc1ccc(O)cc1
  1	-4.4	3.2	13	2	-4	2	nt	-6	-6
COc1cc(/C=C(\C#N)c2nc3ccccc3[nH]2)cc(Br)c1OCc1ccccc1
  2	-1.6	nt	11	6	13	-55	nt	-6	-19
Cc1cccc(C(=O)O/N=C(\N)Cc2ccc([N+](=O)[O-])cc2)c1
  -5	i	0.3	-7	3	1	-3	nt	38	i
Cc1ccc(-c2cc(C#N)c(=O)n(Cc3c(Cl)cccc3Cl)c2)cc1
  -3	-0.4	1.3	58*	6	4	1	nt	18	-23
COc1ccc(S(=O)(=O)Nc2cccc3c2O[C@H](CN(C)S(=O)(=O)c2cn(C)cn2)[C@@H](C)CN([C@H](C)CO)C3=O)cc1
  nt	0.0	-1.2	9	2	0	0	-0.7&-0.6	nt	3
COc1ccc(-c2cc(=O)n(-c3ccc([N+](=O)[O-])cc3)[nH]2)cc1
  1	3.4	0.7	2	-3	8	-142	nt	-7	7
O=C(NC1CCN(Cc2ccccc2)CC1)C1CCN(S(=O)(=O)c2cccc3nsnc23)CC1
  4	i	0.1	-12	-3	8	-5	-2.9	-15	-5
COC(=O)Cc1c(C)nc2nc(NCc3c(F)cccc3Cl)[nH]n2c1=O
  0	i	3.2	-6	0	-2	2	-2.4	-20	-9
COc1ccc(CN(C)C(C)C(=O)Nc2ccc([N+](=O)[O-])cc2Cl)cc1OC (centres undefined)
  0	-0.3	2.2	-5	1	10	1	nt	21	30
CCN(CC)C(=O)c1ccc(NC(=O)Cn2nc(C)c3ccccc3c2=O)cc1
  0	-0.2	1.0	7	0	-8	5	1.0	-5	7
COCCNC(=O)c1ccc(N2CCCCC2)c(NS(=O)(=O)c2ccc(C)cc2)c1
  -2	-0.5	0.1	-4	1	10	7	-0.8	7	-10
C#Cc1ccc([C@H]2C=C(C(=O)NCc3ccccc3)O[C@@H](OCC)[C@@H]2CCCO)cc1
  8	0.6	1.8	-3	8	2	-4	0.9&-0.8	16	-8
NNc1ccc(Cc2ccc(Cl)cc2Cl)nn1
  3	-0.5	0.8	4	1	0	-1	nt	20	7
CCOC(=O)c1nc(C)sc1-c1ccnn1S(=O)(=O)c1ccccc1C(F)(F)F
  6	i	1.9	2	3	1	-4	1.0	-1	3
CCC(=O)NC(=S)Nc1ccc(NC(=O)c2ccc(Br)o2)cc1
  -2	-1.0	1.9	-4	-1	0	-10	nt	10	3
N#Cc1c(Nc2ccccc2)c(/C=N/N=C/c2ccccc2)c[nH]c1=O
  4	-1.0	-1.2	-1	1	23	-24	-1.1	17	nt
COc1ccc(OCCCc2c(C)n[nH]c2C)cc1
  5	-6.2	-0.7	0	0	5	-4	0.1	6	4
N=c1sccn1CC(=O)Nc1cc(S(=O)(=O)N2CCCCC2)ccc1Cl
  6	-0.2	-1.6	13	-4	5	-9	nt	6	-3
COc1ccc(S(=O)(=O)N2CCCC2C(=O)Nn2cnnc2)cc1 (centres undefined)
  -5	i	-0.4	4	-2	-10	1	-0.4	-15	3
COc1ccc(/C(O)=C2/C(=O)C(=O)N(CCN(C)C)C2c2ccccc2)cc1Cl (centres undefined)
  4	nt	2.0	1	2	6	-4	0.3	26	nt
Cc1ccc(S(=O)(=O)Nc2cc(C)on2)cc1
  1	-0.9	2.5	7	-1	-5	-10	-1.1	7	1
O=C(c1ccccc1)c1ccc2c(c1)OCCOCCOCCOCCO2
  4	-0.9	-0.2	0	3	3	-4	nt	-22	1
CC(=O)c1ccc(NC(=O)CC(C)S(=O)(=O)c2ccc3c(c2)CCN3C(C)=O)cc1 (centres undefined)
  -2	-0.4	-2.5	-2	0	-3	-4	3.8	-1	0

Ten entries already listed, sorted by formula weight, lowest first.
Every second line gives: 3CLpro inhibitor	BH1578 lux ind	UGM FP inh	MazEF act	Mtb FBA inh	GDH-TPI inh	Rv3671c protease	BioA inh	VHR inh abs	SSB-PriA inh
Cc1ccc(S(=O)(=O)Nc2cc(C)on2)cc1
  1	-0.9	2.5	7	-1	-5	-10	-1.1	7	1
Nc1c(Cl)ncnc1NCCc1ccc(O)cc1
  1	-4.4	3.2	13	2	-4	2	nt	-6	-6
NNc1ccc(Cc2ccc(Cl)cc2Cl)nn1
  3	-0.5	0.8	4	1	0	-1	nt	20	7
COc1ccc(-c2cc(=O)n(-c3ccc([N+](=O)[O-])cc3)[nH]2)cc1
  1	3.4	0.7	2	-3	8	-142	nt	-7	7
Cc1cccc(C(=O)O/N=C(\N)Cc2ccc([N+](=O)[O-])cc2)c1
  -5	i	0.3	-7	3	1	-3	nt	38	i
COc1ccc(S(=O)(=O)N2CCCC2C(=O)Nn2cnnc2)cc1 (centres undefined)
  -5	i	-0.4	4	-2	-10	1	-0.4	-15	3
COC(=O)Cc1c(C)nc2nc(NCc3c(F)cccc3Cl)[nH]n2c1=O
  0	i	3.2	-6	0	-2	2	-2.4	-20	-9
COc1ccc(/C(O)=C2/C(=O)C(=O)N(CCN(C)C)C2c2ccccc2)cc1Cl (centres undefined)
  4	nt	2.0	1	2	6	-4	0.3	26	nt
CC(=O)c1ccc(NC(=O)CC(C)S(=O)(=O)c2ccc3c(c2)CCN3C(C)=O)cc1 (centres undefined)
  -2	-0.4	-2.5	-2	0	-3	-4	3.8	-1	0
COc1ccc(S(=O)(=O)Nc2cccc3c2O[C@H](CN(C)S(=O)(=O)c2cn(C)cn2)[C@@H](C)CN([C@H](C)CO)C3=O)cc1
  nt	0.0	-1.2	9	2	0	0	-0.7&-0.6	nt	3
